AT treatment = qHTS Assay for Identifying a Potential Treatment of Ataxia-Telangiectasia. […] A-T fibroblasts, KAP-1 phosphorylation AlphaLISA; neocarzinostatin DNA damage 30 min before lysis. Potency, µM (highest dose often 57.5 µM), for inactives: at the highest dose activation, most hits filed as activators. 320,000 tested, 0.19% active; also: potency is read from the fitted curve at half-maximal effect; % of control where 0% means no effect; nearly all actives have a fitted effect of over 45% in size
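hTERT-immortalized A-T patient fibroblasts ([…]), 500 cells/well in OPTI-MEM, 1% FBS, got compounds for 60 min, then NCS for 30 min at 37C. Lysates were then assayed for phospho-KAP-1 by AlphaLISA (anti-pKAP1 donor, anti-KAP1 acceptor beads), 6 hr at 25C.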
ELG1 DNA repair = qHTS screen for small molecules that inhibit ELG1-dependent DNA repair in human embryonic kidney (HEK293T) cells expressing luciferase-tagged ELG1; HEK293T ELG1-luciferase reporter, luminescence, 16 h; DNA damage induced by 5-fluorouridine; Potency, µM (highest dose often 46.1 µM), for the others: at the highest dose activity change, negative = inhibition, hits mostly inhibitors; 330,000 tested, 2.3% active; AID 504467, 2011; also: potency is read from the fitted curve at half-maximal effect; % is scaled to controls: 0 for no effect and ±100 for the full control effect; nearly all actives have a fitted effect of over 55% in size
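Cells (2,000 per well) received 5-fluorouridine plus test compound or DMSO and were incubated 16 hr at 37 °C, 5% CO2. Luciferase activity was read by luminescence 30 min after ONE-Glo addition; signal suppression marked inhibition of damage-induced ELG1 function.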
Integrin act MD = qHTS for Activators of Integrin-Mediated Alleviation for Muscular Dystrophy. alpha7betagal myoblasts, beta-gal FDG fluorescence, 48 h. Potency, µM (highest dose often 38.3 µM), without a hit: at the top dose activation, usual class: activators. 350,000 tested, 0.064% active;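 also: potency is read from the fitted curve at half-maximal effect; 100% = response of the positive control SU9516; nearly all actives have a fitted effect of over 60% in size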
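alpha7betagal+/- myoblasts (passage 13, 250/well) treated 48 h at 37C with compounds at 1:260 dilution of DMSO stock. Lysed, then beta-galactosidase activity read as FDG fluorescence (ex 480/em 540) after 30 min, with pre-read for autofluorescence.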
PTAP TSG101 blk = qHTS Assay for Iinhibitors of HIV-1 Budding by Blocking the Interaction of PTAP/TSG101; Potency, µM (doses to about 115 µM), for the others: top-dose activity change, negative = inhibition, hits mostly inhibitors; Fluorescence polarization, FITC-PTAP peptide / Tsg101 binding; 340,000 tested, under 10 active; active = well fitted inhibition curve with a large enough effect in the main read-out, with a control signal flat, not every such curve was filed as active; inconclusive = small, poorly fitted or top-dose-only effect, or effect the other way, or a change in a side signal; inactive = no such curve, though single readings can be large or run the other way; also: potency is read from the fitted curve at half-maximal effect; % of control where 0% means no effect
Target sequence (Q99816 whole entry, looked up): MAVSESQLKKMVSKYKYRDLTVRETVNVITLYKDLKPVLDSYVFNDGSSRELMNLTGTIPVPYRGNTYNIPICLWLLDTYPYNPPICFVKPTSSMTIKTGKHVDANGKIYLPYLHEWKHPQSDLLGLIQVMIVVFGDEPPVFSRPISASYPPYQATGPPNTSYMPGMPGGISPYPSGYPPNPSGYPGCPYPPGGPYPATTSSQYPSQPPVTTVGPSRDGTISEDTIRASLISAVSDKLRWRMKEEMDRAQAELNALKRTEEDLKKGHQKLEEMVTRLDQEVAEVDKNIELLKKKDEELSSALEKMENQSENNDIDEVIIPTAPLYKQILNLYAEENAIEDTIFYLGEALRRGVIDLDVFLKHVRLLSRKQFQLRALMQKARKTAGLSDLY
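FP read-out: FITC-PTAP peptide, 50 nM final, binding Tsg101 binding domain, 10 uM final; 20 min, r.t.; 10 mM HEPES pH 7.5, 0.15 M NaCl, 0.01% Tween 20, 3 mM EDTA, 0.1 mM TCEP.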
BRCA1 expr up = qHTS Assay to Identify Small Molecule Activators of BRCA1 Expression; 380,000 tested, 1.1% active; Potency, µM (series often up to 46.1 µM), without a hit: top-dose activation, most hits filed as activators; MCF7-BRCA1-FFLuc reporter, luminescence, 48 h; response scale: scaled: vehicle 0%, 10 µM genistein 100%; AID 624202, 2012; also: potency is read from the fitted curve at half-maximal effect; nearly all actives have a fitted effect of over 80% in size; some results filed as inactive show a strong effect at the top dose
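MCF7-BRCA1-FFLuc, 2000 cells/well; 2 h attach, 37 °C/5% CO2; compound 48 h; luciferase substrate 15 min; luminescence end-point. Norm. to genistein 10 microM max activation and DMSO; concentration-response curves fitted.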
CXXC DNA block = qHTS Fluorescence Polarization Assay for Inhibitors of MLL CXXC domain - DNA interaction | 290,000 tested, 0.037% active | MLL-CXXC / FITC-HOXA9 DNA fluorescence polarization | AID 2662, 2010 | Potency, µM (titrated, usually from 115 µM), for inactives: top-dose activity change, negative = inhibition, actives largely listed as inhibitors; active = well fitted inhibition curve with a large enough effect in the polarisation, with a control signal flat, not every such curve was filed as active; inconclusive = small, poorly fitted or top-dose-only effect, or effect the other way, or a change in a side signal; inactive = no such curve, though single readings can be large or run the other way; the % refers to the polarisation; also: potency is read from the fitted curve at half-maximal effect
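Steps: dispense CXXC domain solution (7 uM) → pin compounds or unlabeled HOX-A9 DNA control → 5 min ambient → add FLSN-HOX-A9 solution (50 nM) → spin → 30 min ambient → fluorescence polarization. Tris pH 7.5/NaCl/DTT/BSA buffer.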
B2AR arrestin = qHTS assay of beta-arrestin-biased ligands of beta2-adrenergic receptor; beta-arrestin recruitment to beta2AR, cell-based reporter; 330,000 tested, 0.02% active; Potency, µM (series often up to 46.1 µM), for inactives: at the highest dose activation, most hits filed as activators;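 also: potency is read from the fitted curve at half-maximal effect; 0% = DMSO controls and full agonism = EC100 isoproterenol or metaproterenol; nearly all actives have a fitted effect of over 65% in size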
Target sequence (P07550 whole entry, looked up): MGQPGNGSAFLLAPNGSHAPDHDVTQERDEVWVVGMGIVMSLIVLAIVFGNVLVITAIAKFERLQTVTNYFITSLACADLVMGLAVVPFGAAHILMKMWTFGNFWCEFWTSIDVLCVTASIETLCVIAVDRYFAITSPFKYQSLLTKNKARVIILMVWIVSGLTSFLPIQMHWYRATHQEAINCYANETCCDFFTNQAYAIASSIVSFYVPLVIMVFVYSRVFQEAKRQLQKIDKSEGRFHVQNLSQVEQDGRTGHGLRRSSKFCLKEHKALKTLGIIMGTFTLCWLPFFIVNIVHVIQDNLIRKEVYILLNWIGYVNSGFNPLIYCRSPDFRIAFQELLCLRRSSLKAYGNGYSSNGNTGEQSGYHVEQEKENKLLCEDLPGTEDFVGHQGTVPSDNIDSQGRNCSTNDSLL
TRPV1 agonist = HTS Assay for Compounds that Act as Agonists of the Vanilloid Receptor 1; 320,000 tested, 0.19% active; Transient receptor potential cation channel subfamily V member 1 (Homo sapiens), Q8NER1; TRPV1-expressing cells, Fluo-8 calcium influx, agonist mode; activation, % at 8.33 µM; in the data active = activation above about 80%; inconclusive = between about 30% and that limit; also: 0% is about no effect
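Cells expressing TRPV1 were dye-loaded with Fluo-8 and read kinetically: 10 s baseline, 3 min after compound (agonist portion), then 2 min after EC20 capsaicin (allosteric enhancer portion). Calcium-bound dye fluorescence at 480/520 nm.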
p53 reactivator = qHTS assay for re-activators of p53 using a Luc reporter | H1299 p53-A138V BP100-luciferase reporter, luminescence, 24 h | Potency, µM (titrated, usually from 92.2 µM), without a hit: at the highest dose activity change, positive = activation, most hits filed as activators | 320,000 tested, 0.063% active | AID 504706, 2011; also: potency is read from the fitted curve at half-maximal effect; % of control where 0% means no effect; nearly all actives have a fitted effect of over 45% in size
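p53-null H1299 cells stably carrying temperature-sensitive p53-A138V and a BP100-luciferase reporter were pinned with compounds (4-point, 1:5 series) and held 24 hrs at 37 deg C. Luminescence was read 10 min after detection reagent.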
TCR activator = Activators of T cell receptors: qHTS campaign; primary human leukocytes, anti-CD3, IL-2 HTRF, 48 h; Potency, µM (titrated, usually from 9.22 µM), inactives show at the top dose activation of IL-2 secretion, usual class: activators; 330,000 tested, under 10 active; also: % of control where 0% means no effect
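HTRF read-out of IL-2 secretion: europium cryptate donor excited at 320nm, d2 acceptor emission at 665nm. Cells were primary human leukocytes incubated 48 hr with compounds and a-CD3 beads, supplying TCR signal only.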
* marks the source's active call; other numbers are inactive results; ? = inconclusive; / = no result given; [ ] = dose if it differs, or a comment. Unless noted, calls follow the shape of the dose curve; as a rule, active = well fitted curve in the direction sought with a large enough effect; inconclusive = small, poorly fitted or top-dose-only effect, or another doubt; inactive = no such curve, though single readings can be large; an effect the other way counts as inactive or inconclusive. Compounds as they come. Share with any hit: about 3.8%.

SMILES,TCR activator,ELG1 DNA repair,CXXC DNA block,Integrin act MD,AT treatment,B2AR arrestin,PTAP TSG101 blk,p53 reactivator,TRPV1 agonist,BRCA1 expr up
CCc1nnc2c(N(C)C)nc3ccccc3n12,3%[46.1 µM],-5%,-2%,-14%,-4%,-0.6%,-5%,-9%,1,2%
CCOC(=O)N1CCN(CC(=O)Nc2nc3ccccc3s2)CC1,/,-23%,-3%,-20%,8%,-0.7%,0%,4%,8,-21%
NC(=O)c1c(NC(=O)c2ccccc2C(=O)O)sc2c1CCCC2,-3%,-1%,10%,8%,2%,0.0%,0%,/,2,-6%
COc1cccc(Nc2nc(-c3sc(NC(=O)c4ccccc4)nc3C)cs2)c1,2%,?,-1%,20%,7%,0.5%,0%,16%,-2,-6%
CC(C)(C)C(=O)c1sc2nc(-c3cccs3)cc(C(F)(F)F)c2c1N,4%,10%,?,10%,-5%,-0.2%,?,-39%[inhibitor],2,-4%
O=C(Cc1cccs1)Nc1ccc(N2CCOCC2)cc1,-3%,?,-1%,11%,16%,0.0%,0%,?,/,7.9µM*
CN(CC(=O)Nc1ccc(Cl)cc1)CC(=O)Nc1cc(Cl)ccc1C#N,-20%,?,-3%,-34%[inhibitor],8%,-4.0%,0%,-4%,28,-35%
CC1C(=O)Nc2ccccc2N1C(=O)c1ccc(Cl)c(Cl)c1 (centres undefined),-11%,-9%,10%,3%,10%,-1.0%,-4%,-3%,9,-12%
Cc1c(Cc2ccccc2)sc(NC(=O)Cc2ccccc2)c1C(N)=O,5%,/,/,-10%,/,/,-4%,/,/,-32%
Cc1noc(C)c1COc1ccc(C(=O)N2CCN(c3cccc(Cl)c3)CC2)cc1,-1%,-16%,/,22%,3%,-1.3%,-1%,-11%,12,-11%
COc1ccc(NC(=O)C2CC(=O)OC23CCCCC3)cc1 (centres undefined),1%[46.1 µM],-2%,-3%,15%,/,-0.2%,-5%,1%,0,-6%
Cc1ccc(/C=N/n2cnc3sc(C)c(C)c3c2=O)o1,-21%,?,-5%,1%,-10%,-0.2%,-2%,1%,14,0%
COC(=O)CNC(=O)CSc1nnc(C)c(=O)[nH]1,-3%[46.1 µM],23%,-10%,12%,2%,0.0%,-4%,-7%,-6,1%
COC(=O)c1ccccc1NC(=O)C1CCCC1,0%,0%,-18%,4%,5%,0.0%,-2%,0%,-5,0%
COC(=O)CN1C(=S)N(c2ccc(OC)cc2)C(=O)/C1=C/c1ccc(OC)cc1,-3%,?,-6%,-1%,-9%,0.2%,-8%,-5%,1,-4%
CC(OC(=O)CCN=C1NS(=O)(=O)c2ccccc21)C(=O)NC1CCCCC1C (centres undefined),-8%,15%,/,-1%,-5%,0.3%,-1%,4%,1,-15%
Cc1ccccc1S(=O)(=O)Cc1ccc(C(=O)NCCc2ccccc2)o1,3%,?,20%,-9%,3%,-0.8%,2%,?,-2,43%
COC(=O)c1ccc(CN(Cc2ccc(C(=O)OC)o2)C(C)(C)C)o1,0%,-5%,-7%,22%,3%,0.3%,-4%,-7%,10,-21%
COc1cccc(Nc2nc(-c3ccc(O)cc3)cs2)c1,5%,26%,-3%,-34%,17%,-0.6%,0%,?,-4,74%
Cc1cc(Oc2ccccc2)nc(SCC(N)=O)n1,-9%,-1%,7%,11%,2%,0.1%,-5%,-3%,-4,-37%
CC(=O)NS(=O)(=O)c1cccnc1Nc1cccc(Cl)c1,5%,3%,8%,4%,-4%,2.9%,-3%,0%,-2,-31%
N=C1C(c2nc3ccccc3[nH]2)=C(O)CN1NC(=O)COc1cccc(F)c1,1%[46.1 µM],-3%,8%,/,2%,-0.2%,/,0%,2,/
COc1cccc(C(=O)N2CCN(C(=O)C3COc4ccccc4O3)CC2)c1 (centres undefined),4%,0%,6%,?,14%,0.4%,0%,-6%,12,4%
CCN(CC)S(=O)(=O)c1ccc(NC(=O)CCC2CCCCC2)cc1,0%,?,1%,-20%,-4%,0.4%,2%,4%,?,-27%
Cc1ccc(S(=O)(=O)N(C#N)c2nc(C)cc(C)n2)cc1,-12%,-6%,0%,26%,1%,-0.1%,-8%,0%,-1,2%
O=C(CCc1c[nH]c2ccccc12)N1CCN(S(=O)(=O)c2ccccc2)CC1,5%,-7%,/,34%,-5%,-0.4%,-13%,4%,2,7%
CCCOP(=O)(c1ccc(N(C)C)cc1)C(O)c1c(Cl)cccc1Cl (centres undefined),-8%,-19%,26%,13%,-17%,0.4%,-1%,-2%,4,-6%
CC1Cc2ccccc2N1C(=O)CSc1nnnn1C1CCCC1 (centres undefined),2%,1%,-3%,-21%,10%,-0.4%,-3%,-2%,-2,-10%
CC1C(=O)CCCCCCCCCC2C1(N1CCOCC1)CS2(=O)=O (centres undefined),0%[46.1 µM],-4%,-1%,-21%,3%,-0.4%,-1%,-8%,3,0%
COc1ccc(C(=O)NC(C)(C)C)cc1S(=O)(=O)N1CCCC1,-2%,4%,2%,3%,6%,-0.3%,-2%,3%,-1,0%

The list goes on.
SMILES,TCR activator,ELG1 DNA repair,CXXC DNA block,Integrin act MD,AT treatment,B2AR arrestin,PTAP TSG101 blk,p53 reactivator,TRPV1 agonist,BRCA1 expr up
COc1cccc(NC(=O)Nc2nnc(Cc3ccccc3)s2)c1,/,1%,-2%,39%,17%,0.1%,1%,2%,10,-9%
O=[N+]([O-])c1ccccc1S(=O)(=O)Oc1ccc(C(=S)N2CCOCC2)cc1,2%[46.1 µM],?,1%,-55%[inhibitor],0%,0.2%,-3%,4%,-1,-4%
CCn1c(COc2cccc(C)c2C)nnc1SCC(=O)N1CCN(c2ccc(OC)cc2)CC1,0%,10µM*,-2%,-46%[inhibitor],3%,0.2%,-7%,9%,-3,1%
CCC(C)Nc1nc2c(c(=O)n(C)c(=O)n2C)n1Cc1cccc(C)c1 (centres undefined),3%[46.1 µM],?,-2%,-18%,4%,-0.5%,-9%,-16%,0,-25%
O=S(=O)(Oc1ccccc1/C=N/n1cnnc1)c1ccccc1,-4%,-4%,-4%,1%,0%,0.1%,2%,-4%,-2,-38%
CC(C)CNS(=O)(=O)c1ccc(CCC(=O)NC2CCCC2)cc1,8%,-2%,-2%,35%,1%,-0.1%,-3%,-1%,1,9%
CC(C)Cc1nnc(NC(=O)Cc2cccs2)s1,4%,-4%,14%,-10%,6%[11.5 µM],0.3%,2%,0%,0,-6%
O=[N+]([O-])c1ccc(N2CCN(c3ccccc3O)CC2)c(Cl)c1,0%[46.1 µM],?,-6%,-14%,/,-1.9%,1%,?,23,7%
CCn1c(Oc2cccc(Br)c2)nc2c1c(=O)n(C)c(=O)n2C,5%,?,-8%,-15%,6%,-0.5%,-4%,-6%,9,3%
CCC(=O)NC(=S)Nc1ccc(OC)cc1OC,-3%[46.1 µM],?,31%[activator],20%,0%,-1.9%,-1%,7%,-4,71%
CCC1(c2ccccc2)NC(=O)N(CC(=O)Nc2cccc(C#N)c2)C1=O (centres undefined),1%,1%,3%,0%,7%,-0.3%,-8%,-1%,2,-3%
O=C(NC(=S)Nc1ccccc1F)c1ccc(Br)o1,-23%,?,8%,7%,1%,7.3%,-3%,8%,10,61%
O=C(Nc1ccc(Cc2ccncc2)cc1)C1CCC(N2C(=O)C3CC=CCC3C2=O)CC1 (centres undefined),1%,?,?,0%,-9%,0.5%,-11%,-4%,8,-46%
Cc1ccnc(NC(=O)c2ccc(OCc3c(C)noc3C)cc2)c1,4%,?,/,23%,6%,-0.1%,-3%,11%,?,?
